# Screening data (PubChem BioAssay)
# NTMT1 inhibitor: Primary qHTS for Inhibitors of N-terminal methyltransferase 1 (NTMT1): MTaseGlo Assay | Potency, µM (top dose mostly 114 µM), for inactives: top-dose activity change, negative = inhibition, usual class: inhibitors | AID 1645870, 2021 | N-terminal Xaa-Pro-Lys N-methyltransferase 1 (Homo sapiens), Q9BV86 | NTMT1 MTase-Glo SAH luminescence, purified enzyme | 59,000 tested, 2.5% active;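 note: plate controls were DMSO vehicle for no effect and no enzyme for full effect; nearly all actives have a fitted effect of over 65% in size; many of its hits are not listed in these tables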
# Target sequence (Q9BV86 whole entry, looked up): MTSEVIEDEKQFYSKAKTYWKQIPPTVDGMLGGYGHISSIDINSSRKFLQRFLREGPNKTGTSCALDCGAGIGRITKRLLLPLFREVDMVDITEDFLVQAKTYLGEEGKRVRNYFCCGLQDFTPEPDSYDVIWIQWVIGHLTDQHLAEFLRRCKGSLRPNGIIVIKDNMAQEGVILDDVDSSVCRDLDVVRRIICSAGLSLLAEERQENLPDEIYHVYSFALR
# FH mod: Identification of activators of human fumarate hydratase by quantitative high-throughput screening. AID 1347055, 2019. Potency, µM (highest dose often 79.9 µM), inactives show at the highest dose activity change, negative = inhibition, hits mostly inhibitors. 54,000 tested, 0.22% active. FH coupled MDH/diaphorase resazurin fluorescence, 15 min. Fumarate hydratase, mitochondrial (Homo sapiens), P07954; note: the screen sought activators but most active calls are inhibition curves; nearly all actives have a fitted effect of over 45% in size
# Target sequence (P07954 whole entry, looked up): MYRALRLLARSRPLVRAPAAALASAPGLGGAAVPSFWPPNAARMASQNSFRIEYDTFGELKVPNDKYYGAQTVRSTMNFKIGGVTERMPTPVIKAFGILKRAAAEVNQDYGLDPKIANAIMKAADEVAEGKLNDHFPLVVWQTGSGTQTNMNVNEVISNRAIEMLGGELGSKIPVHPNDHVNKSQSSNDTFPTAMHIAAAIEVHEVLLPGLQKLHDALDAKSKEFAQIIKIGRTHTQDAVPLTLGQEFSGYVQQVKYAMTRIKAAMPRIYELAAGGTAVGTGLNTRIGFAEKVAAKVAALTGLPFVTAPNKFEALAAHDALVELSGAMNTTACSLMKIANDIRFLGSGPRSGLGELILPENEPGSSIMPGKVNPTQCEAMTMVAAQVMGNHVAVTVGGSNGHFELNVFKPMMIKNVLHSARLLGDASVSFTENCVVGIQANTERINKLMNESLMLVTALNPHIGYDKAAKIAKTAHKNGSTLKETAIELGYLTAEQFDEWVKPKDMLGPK
# * marks the source's active call; other numbers are inactive results; ? = inconclusive; & = joins results of further samples; ! = not active in a repeat; [ ] = dose if it differs, or a comment. Calls come from the whole dose curve; as a rule, active = well fitted curve in the direction sought with a large enough effect; inconclusive = small, poorly fitted or top-dose-only effect, or another doubt; inactive = no such curve, though single readings can be large; an effect the other way counts as inactive or inconclusive. Unless noted, % is set by controls: 0 for no effect and ±100 for the full control effect; potency is the fitted concentration of half-maximal effect.
SMILES	NTMT1 inhibitor	FH mod
O=C(C1CCCCC1)N1CC(=O)N2CCc3ccccc3C2C1 (stereo not given)	?	-15%&5%&-1%[53.3 µM]
Cc1csc(NC(=O)c2sc3nc4c(c(C(F)(F)F)c3c2N)CCC4)n1	27µM*!	0%
NC(=O)NC1NC(=O)NC1=O (stereo not given)	23%[57.5 µM]	-9%[53.3 µM]
CC1=C(C/C=C(\C)CCC[C@H](C)CCC[C@H](C)CCCC(C)C)C(=O)c2ccccc2C1=O	56%[activator][57.5 µM]	-8%[53.3 µM]
Cn1cnc(-c2nccc3c(=O)[nH]c(OCCCC(F)(F)F)nc23)c1	53%[activator][57.5 µM]	?
O=C1CCc2cc(S(=O)(=O)Nc3cccc(Cl)c3)ccc2N1	?	6%
COc1ccccc1C(=O)Nc1cc2c(cc1N1CCCC1)n(C)c(=O)n2C	?	-3%
CC(C)(O)/C=C/C1=CC(=O)[C@@](C)(O)C[C@H]1O	14%[57.5 µM]	5%
CCn1c2ccccc2c2cc(CNC)ccc21	-6%&-1%[57.5 µM]	1%&7%
C=CCC1=C[C@]2(OC)[C@H](C)[C@@H](c3ccc(OC)c(OC)c3)O[C@]2(OC)CC1=O	19%[29.8 µM]	-3%[53.3 µM]
CC(=O)O[C@@H]1[C@H](O[C@@H]2O[C@H](CO)[C@@H](O)[C@H](O)[C@H]2O)[C@@H](O[C@@H]2O[C@@H](C)[C@H](O)[C@@H](O[C@@H]3O[C@H](CO)[C@@H](O)[C@H](O)[C@H]3O)[C@H]2O)[C@H](OC(=O)C23CCC4(C)C(=CCC5C6(C)CC(O)C(O[C@@H]7O[C@H](C(=O)O)[C@@H](O)[C@H](O)[C@H]7O)C(C)(C(=O)O)C6CCC54C)C2CC(C)(C)CC3O)O[C@@H]1C (stereo not given in full)	7%[6.45 µM]	4%[13.5 µM]
Cc1c(NC(=O)c2ccc(C(C)(C)C)cc2)cccc1-c1cn(C)c(=O)c(Nc2ccc(C(=O)N3CCOCC3)cc2)n1	12%	-8%&0%[53.3 µM]
Cc1ncc(CO)c(CO)c1O	3%[57.5 µM]	8%[53.3 µM]
CCC(C)/C=C(C)/C=C/C1=CC2=CC(=O)C(C)(O)C(OC(C)=O)C2CO1 (stereo not given)	-3%[29.8 µM]	0%[53.3 µM]
Oc1ccc(C(O)CNCCCCCCNCC(O)c2ccc(O)c(O)c2)cc1O (stereo not given)	35µM*	-1%[53.3 µM]
Cc1nc(Nc2ncc(C(=O)Nc3c(C)cccc3Cl)s2)cc(N2CCN(CCO)CC2)n1	22µM*!	-2%
O=C(N/N=C/c1ccc([N+](=O)[O-])o1)c1ccc(O)cc1	17%[57.5 µM]	-11%[53.3 µM]
COc1ccc(CCC(=O)c2c(O)cc(O)cc2O[C@@H]2O[C@H](CO)[C@@H](O)[C@H](O)[C@H]2O)cc1	19%[29.8 µM]	0%[53.3 µM]
CN1N=C(N)c2cn([C@@H]3O[C@H](COP(=O)(O)O)[C@@H](O)[C@@H]3O)c3ncnc1c23	?	11%[53.3 µM]
C[C@H]1[C@H]2CC[C@H]3[C@@H]4CC=C5C[C@@H](N(C)C)CC[C@]5(C)[C@H]4CC[C@]23CN1C	3%[57.5 µM]	2%[53.3 µM]
Cc1cnc(Nc2ccc(OCCN3CCCC3)cc2)nc1Nc1cccc(S(=O)(=O)NC(C)(C)C)c1	?	5%
COC(=O)[C@@H]1C2CC3c4[nH]c5ccccc5c4CCN3CC2CC[C@@H]1O (stereo not given in full)	7%[57.5 µM]	4%
CC1=C2C(=O)O[C@@H](c3ccoc3)[C@]2(C)CCC1	19%&7%[57.5 µM]	6%&8%
O=Nc1c(-c2c(O)[nH]c3cc(Br)ccc23)[nH]c2ccccc12	?	-12%&0%[53.3 µM]

# An excerpt of these results, with each value named.
> C[C@H]1[C@H]2CC[C@H]3[C@@H]4CC=C5C[C@@H](N(C)C)CC[C@]5(C)[C@H]4CC[C@]23CN1C
  NTMT1 inhibitor = 3%[57.5 µM]	FH mod = 2%[53.3 µM]
> Cc1cnc(Nc2ccc(OCCN3CCCC3)cc2)nc1Nc1cccc(S(=O)(=O)NC(C)(C)C)c1
  NTMT1 inhibitor = ?	FH mod = 5%

# More structures follow.
SMILES	NTMT1 inhibitor	FH mod
CCS(=O)(=O)c1cccc(-c2cc(C(=O)NC3CCN(C)CC3)c(C)c3[nH]c4ncc(C)cc4c23)c1	28µM*!	-20%
N#C/C(=C\c1ccc(O)c(O)c1)C(=O)NCCCc1ccccc1	-30%	?
CC(=O)O[C@@H]1C(=O)C(C)=C(CCC(C)CC(=O)O)[C@@]2(C)CCCC(C)(C)C12 (stereo not given in full)	5%[29.8 µM]	0%[53.3 µM]
CCOC(=O)N[C@@H]1CC[C@@H]2[C@@H](C1)C[C@H]1C(=O)O[C@H](C)[C@H]1[C@@H]2C=Cc1ccc(-c2cccc(F)c2)cn1	33%[57.5 µM]	-22%[53.3 µM]
COc1cc2occc2c(O[C@@H]2O[C@H](CO)[C@@H](O)[C@H](O)[C@H]2O)c1CCC(=O)O	5%[29.8 µM]	-1%[53.3 µM]
C[C@@H](O[C@H]1OCCN(Cc2n[nH]c(=O)[nH]2)[C@@H]1c1ccc(F)cc1)c1cc(C(F)(F)F)cc(C(F)(F)F)c1	-1%[57.5 µM]	-11%[53.3 µM]
CC(=O)N[C@@H](CCC(=O)O)C(=O)O	?	0%[53.3 µM]
COc1nc2ccc(Br)cc2cc1[C@@H](c1ccccc1)[C@@](O)(CCN(C)C)c1cccc2ccccc12	-1%[57.5 µM]	-11%

# Next section:
# The line under a structure holds: NTMT1 inhibitor, FH mod
CN1CCN(c2cccc(Nc3nc4c(-c5ccc(S(C)(=O)=O)cc5)cccn4n3)c2)CC1
    ?, 1%
CCN(Cc1ccncc1)C(=O)C(CO)c1ccccc1 (stereo not given)
    -5%[57.5 µM], -11%&4%[53.3 µM]
CCCn1cnc2c(NCc3ccccc3)nc(N[C@H](CC)CO)nc21
    10%[57.5 µM], -3%
C[C@@H](CN1CC(=O)NC(=O)C1)N1CC(=O)NC(=O)C1
    1%, 12%&3%[53.3 µM]
O=C1N(CC2CCCCN2)CCN1c1ccccc1 (stereo not given)
    4%[57.5 µM], 0%
CC1(C)CC[C@]2(C(=O)O)CC[C@]3(C)C(=CCC4[C@@]5(C)CC[C@H](O)C(C)(C)C5CC[C@]43C)C2C1 (stereo not given in full)
    -5%[29.8 µM], -6%[53.3 µM]
COc1ccc(OC)c(C2C(C#N)=C(N)Oc3n[nH]c(-c4ccc5ccccc5c4)c32)c1 (stereo not given)
    -8%[57.5 µM], -4%
COc1cc2c(cc1O)C1(Cc3ccc4c(c3C1=O)OCO4)N(C)CC2 (stereo not given)
    13%[29.8 µM], 0%[53.3 µM]
O=[N+]([O-])c1ccc(CNc2nc(NCc3cccc(C(F)(F)F)c3)nc3nc[nH]c23)cc1
    10%[57.5 µM], -15%
COc1cc(C(N)=O)nc(-c2ccccn2)c1O
    27%[57.5 µM], 11%

# Quoted from the listing.
# In NTMT1 inhibitor, COc1ccc(OC)c(C2C(C#N)=C(N)Oc3n[nH]c(-c4ccc5ccccc5c4)c32)c1 (stereo not given) has -8%[57.5 µM]
# In FH mod, C[C@@H](CN1CC(=O)NC(=O)C1)N1CC(=O)NC(=O)C1 has 12%&3%[53.3 µM]
# In FH mod, CC1(C)CC[C@]2(C(=O)O)CC[C@]3(C)C(=CCC4[C@@]5(C)CC[C@H](O)C(C)(C)C5CC[C@]43C)C2C1 (stereo not given in full) has -6%[53.3 µM]
# In FH mod, O=C1N(CC2CCCCN2)CCN1c1ccccc1 (stereo not given) has 0%

# Next entries:
# The line under a structure holds: NTMT1 inhibitor, FH mod
CC(=O)O[C@@H]1[C@@H](O)[C@H](O[C@@H]2[C@@H](O)[C@@H](O)[C@H](O[C@H]3[C@H](O[C@H]4[C@H](O[C@H]5CC[C@@]6(C)C(CC[C@]7(C)C6CC=C6[C@@H]8CC(C)(C)CC[C@]8(C(=O)O)CC[C@]67C)[C@]5(C)CO)O[C@H](CO)[C@@H](O)[C@@H]4O)OC[C@@H](O)[C@@H]3O)O[C@H]2C)OC[C@H]1O (stereo not given in full)
    5%[12.6 µM], 3%[20.6 µM]
COc1cc(C2Oc3c(OC)cc(CCCO)cc3C2CO)ccc1O[C@H]1O[C@H](C)[C@@H](O)[C@H](O)[C@@H]1O (stereo not given in full)
    9%[29.8 µM], 4%[53.3 µM]
CNc1nc(Nc2ccc(C(=O)N3CCOCC3)cc2OC)nc2[nH]cc(Cl)c12
    13%[57.5 µM], -4%
CC1CCCC(SCC(O)C(=O)O)CC(=O)c2c(O)cc(O)cc2CC(=O)O1 (stereo not given)
    0%[29.8 µM], 0%[53.3 µM]
O=c1[nH]c(=O)n([C@H]2C[C@@H](O)[C@@H](CO)O2)cc1C=CBr
    -10%[57.5 µM], 2%[53.3 µM]
CC(C)=CC/C=C(\C)[C@H]1CC[C@]2(C)[C@@H]1[C@H](O)C[C@@H]1[C@@]3(C)CC[C@H](O)C(C)(C)[C@@H]3[C@@H](O[C@@H]3O[C@H](CO)[C@@H](O)[C@H](O)[C@H]3O)C[C@]12C
    1%[57.5 µM], 4%
CN1C(=O)c2ccccc2-n2c(nc3ccccc3c2=O)[C@@]12O[C@H]2c1ccccc1
    -7%[29.8 µM], 21%[53.3 µM]
COc1c2cc(c(O)c1OC)-c1cc(ccc1O)CCC(O)CCCC2 (stereo not given)
    -2%[29.8 µM], 6%[53.3 µM]
CCN1CCN(c2cc(-c3ccc(F)cc3)c3c(n2)CCCCCC3)CC1
    ?, 1%[20.6 µM]
CC(=O)O[C@@H]1CC2C(/C=C(\C)C(=O)[C@@]3(O)C[C@@H](C)[C@H](OC(=O)c4ccccc4)C3/C=C/1C)C2(C)C (stereo not given in full)
    6%[29.8 µM], -13%[53.3 µM]
O=C(O)c1cc(I)ccc1NC(=O)[C@H](Cc1ccccc1)NCc1ccccc1
    8%[57.5 µM], -3%
Cn1c(=O)c2c(ncn2CC(O)CO)n(C)c1=O (stereo not given)
    ?, 12%&2%[53.3 µM]
COc1c(C)c(OCC=C(C)C)cc2c1CNC2=O
    -3%[57.5 µM], -3%
CC(=O)[C@]1(O)Cc2c(O)c3c(c(O)c2[C@@H](O[C@H]2C[C@H](N)[C@@H](O)[C@H](C)O2)C1)C(=O)c1ccccc1C3=O
    -17%[57.5 µM], 0%[53.3 µM]
Cc1c[nH]c2ncnc(N3CCC(CN)(C(=O)Nc4cccc(OC(=O)N(C)C)c4)CC3)c12
    -1%, -10%
CCOC(=O)n1ccn(C)c1=S
    ?, -5%[53.3 µM]
C=CC(C)(C)c1[nH]c2ccccc2c1C1=C(O)C(=O)C(c2c[nH]c3c(CC=C(C)C)cccc23)=C(O)C1=O
    40µM*, -6%
CC1OC2OC(=O)C3(C)CC4C5(CO5)C5=CC(=O)OC(C)(C)C5=CC(=O)C4(C)C(C1=O)C23 (stereo not given)
    2%[29.8 µM], 3%[53.3 µM]
O=C(O)c1ccccc1C(=O)Nc1ccc(-c2ccccc2)cc1
    8.6µM*!, -3%
O=C1NC(=O)C(c2cn3c4c(cccc24)CCC3)C1c1c[nH]c2ccccc12 (stereo not given)
    -1%[57.5 µM], -7%
CC(C)C[C@H](NC(=O)[C@@H]1O[C@H]1C(=O)O)C(=O)NCCCCN=C(N)N
    28%[57.5 µM], 0%
O=c1[nH]cnc2nc[nH]c12
    22µM*, -2%[53.3 µM]
C=C1C(=O)OC2CC3(C)C(CC12)C(C)=CC(O)C3OC(C)=O (stereo not given)
    25%[29.8 µM], -7%[53.3 µM]
Cc1cccc(C)c1OCC(C)N (stereo not given)
    13%[57.5 µM], -2%&6%[53.3 µM]
Nc1c2c(nc3c1CCC3)CCCC2
    16%[57.5 µM], 7%[53.3 µM]
Cc1cc(C)cc(C(=O)NOCCCCCC(=O)NO)c1
    -9%[57.5 µM], -1%
COc1ccc2cc3[n+](cc2c1OC)CCc1cc2c(cc1-3)OCO2
    ?, -3%&-3%[53.3 µM]
C=C1C(=O)O[C@@H]2[C@H]1CCC(C)=C(CCC(=O)O)[C@@]2(C)O
    5%[57.5 µM], 5%
O=C(O[C@@H]1O[C@H](CO)[C@@H](O)[C@H](O)[C@H]1O)c1ccccc1
    16%[57.5 µM], -1%
NC(=O)Nc1cc(-c2ccc(CN3CCOCC3)cc2)sc1C(N)=O
    -6%, 0%[53.3 µM]
COc1ccccc1-c1ccc(-c2cn(C(=O)N3CCCCC3Cc3ccccc3)nn2)cc1 (stereo not given)
    24%[57.5 µM], -3%
C/C=C(\C)C(=O)OC[C@H]1O[C@H](O[C@H]2O[C@H](CO)[C@@H](OC(=O)/C(C)=C/C)[C@H](O)[C@H]2O[C@@H]2O[C@H](CO)[C@@H](O)[C@H](O)[C@H]2O)[C@H](O[C@@H]2O[C@H](CO)[C@@H](O)[C@H](O)[C@H]2O)[C@@H](O)[C@@H]1O
    12%[12.6 µM], 1%[20.6 µM]
CC(C)(C)[C@H](NC(=O)c1ccc(N)c(Cl)c1)C(=O)N1CCC[C@H]1C(=O)N[C@H](C#N)CC(=O)O
    -8%[57.5 µM], -2%
CCCOc1ccc(CCc2nc3cc(-c4c(C)noc4C)ccc3n2CCN2CCOCC2)cc1
    25%[57.5 µM], -6%
NCC1CCC(C(=O)Oc2ccc(CCC(=O)O)cc2)CC1 (stereo not given)
    14%[57.5 µM], 0%[53.3 µM]
O=C(CCCN1CCN(c2ccccn2)CC1)c1ccc(F)cc1
    5%&1%[57.5 µM], 4%
CCc1oc2ccccc2c1C(=O)c1cc(I)c(O)c(I)c1
    20µM*, ?

# Some of the compounds tested. The share of hits here may be higher or lower than overall.
